PKA-R1A act: PKA-R1A complex activation; P00514+P68181; PKA-R1A dissociation, Cy5-IP20 fluorescence polarization; scaled: DMSO 0%, 113 µM cGMP 100%; activation, % at 11.4 µM; 340,000 compounds, 0.083% hits; AID 504707;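 active = percent activation above the mean of all tested compounds plus 3 SD, cut at about 19% in these data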;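 also: higher means more PKAc released from R1A so a rise in polarization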
phage Ecoli inh: E. coli growth loss with phage present; 360,000 compounds, 0.26% hits; growth absorbance; inhibition, % at 11.9 µM; in the data active = inhibition above about 11%
MOR-DOR ag: OPRM1-OPRD1 heterodimerization agonism; P35372+P41143; cells, luminescence; activation, % at 9.3 µM; 340,000 compounds, 0.3% hits; AID 504326; in the data active = activation above about 18%;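 also: 0% = vehicle-treated cells and 100% = reference agonist; values of inactives mirror those of a sister screen read the other way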
Target sequence (P35372 whole entry, looked up): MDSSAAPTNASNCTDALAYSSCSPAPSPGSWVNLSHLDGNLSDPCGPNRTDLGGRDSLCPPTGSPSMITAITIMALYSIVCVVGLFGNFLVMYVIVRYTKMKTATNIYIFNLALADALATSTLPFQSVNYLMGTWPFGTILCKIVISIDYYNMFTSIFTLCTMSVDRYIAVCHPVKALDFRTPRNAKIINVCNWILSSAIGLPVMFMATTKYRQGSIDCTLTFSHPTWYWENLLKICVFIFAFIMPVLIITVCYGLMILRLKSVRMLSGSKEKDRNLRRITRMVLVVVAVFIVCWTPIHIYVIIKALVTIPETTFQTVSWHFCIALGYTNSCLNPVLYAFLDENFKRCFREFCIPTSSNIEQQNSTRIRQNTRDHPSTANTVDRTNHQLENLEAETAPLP
Target sequence (P41143 whole entry, looked up): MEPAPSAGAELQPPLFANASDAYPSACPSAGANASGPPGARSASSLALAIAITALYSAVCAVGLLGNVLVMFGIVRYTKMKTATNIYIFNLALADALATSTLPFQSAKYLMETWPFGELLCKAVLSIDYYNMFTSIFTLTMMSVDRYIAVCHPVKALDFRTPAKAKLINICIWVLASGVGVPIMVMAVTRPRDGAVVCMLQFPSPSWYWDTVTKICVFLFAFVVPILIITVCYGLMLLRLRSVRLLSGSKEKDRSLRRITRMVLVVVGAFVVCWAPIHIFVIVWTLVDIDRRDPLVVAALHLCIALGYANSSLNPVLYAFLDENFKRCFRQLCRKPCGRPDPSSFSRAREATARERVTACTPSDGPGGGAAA
SUMO Mot1 rescue: blocks SUMOylation pathway, rescuing yeast Mot1-301 growth. S. cerevisiae Mot1-301 growth rescue, ATP luminescence, 38.5C; percent above DMSO median, 100 means doubled. growth rescue, % at 18.8 µM. 320,000 compounds, 1% hits. AID 2716;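 active = every valid replicate shows activation above 250% relative to neutral control wells; inactive = the rest, any valid replicate at or below 250%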;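 also: OY570 slx delta 5 strain wells were the positive control but not used for scaling; some compounds called inactive have numbers as strong as hits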
HTR5A inv ctr: inverse agonist of human HTR5A in OPRM1-OPRD1 counter-screen | P47898 | HTR5A cell line, luminescence, inverse agonism | inhibition, % at 9.3 µM | 340,000 compounds, 0.083% hits | AID 504634; in the data active = inhibition mostly above about 23%, no sharp cut-off; inactive = mostly below about 18%;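 also: 0% = cells with DMSO and 100% = no-cell wells with DMSO; some compounds called inactive have numbers as strong as hits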
MOR-DOR inv ag: inverse agonists of human mu-delta opioid receptor heterodimerization | P35372+P41143 | inhibition, % at 9.3 µM | 340,000 compounds, 0.21% hits | cell-based MOR-DOR heterodimer luminescence, inverse agonism; in the data active = inhibition above about 22%, passing the limit was not always enough;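 also: 0% = cells with DMSO and 100% = wells without cells with DMSO; values of inactives mirror those of a sister screen read the other way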
DSG3 Ab inh: inhibitors of pemphigus antibody binding to human desmoglein-3; P32926; DSG3-coupled beads, scFv-anti-DSG3-GFP binding, flow cytometry; active compounds read low; binding (percent of control), % at 10 µM; 310,000 compounds, 0.48% hits; AID 588358;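 active = binding more than 3 SD below its plate's average and above zero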;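 also: hits lower antibody fragment binding to DSG3; some compounds called inactive have numbers as strong as hits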
AddAB inh: less growth of phage-infected E. coli with AddAB; E. coli expressing H. pylori AddAB, absorbance growth; inhibition, % at 11.9 µM; 330,000 compounds, 0.29% hits; in the data active = inhibition above about 12%;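 also: 0% = vehicle wells of infected cells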
Ecoli viability: reduces bacterial viability in AddAB counter-screen. E. coli V3065 growth, OD600 absorbance, 18 h. inhibition, % at 11.9 µM. 330,000 compounds, 0.27% hits;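 active = inhibition above the campaign's mean inhibition across all tested compounds plus 3 SD, cut at about 9.9% in these data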;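 also: uninfected addAB+ strain grown without phage in ampicillin broth; 0% = DMSO wells and 100% = ciprofloxacin 0.95 µg/ml wells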
HTR5A ag: counter-screen for OPRM1-OPRD1 agonists: human HTR5A agonism; P47898; HTR5A agonist assay, luminescence, cell-based; activation, % at 9.3 µM; 340,000 compounds, 0.61% hits; AID 504692; in the data active = activation mostly above about 9.5%, no sharp cut-off; inactive = mostly below about 7.6%;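 also: 0% = cells with vehicle only and 100% = reference agonist; strong numbers were not always called active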
PfHsp90 set2: inhibits growth of yeast expressing Plasmodium falciparum Hsp90; S. cerevisiae expressing PfHsp90, BacTiter-Glo ATP, 48 h; yeast lacking PDR1 and PDR3 efflux regulators; inhibition, % at 9.4 µM; 310,000 compounds, 0.32% hits;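 active = every replicate shows inhibition above about 80%, whatever the replicate mean, limit read from the data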;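 also: 0% = DMSO neutral controls and 100% = 20 µM radicicol positive controls; yeast relying on Plasmodium falciparum Hsp90 in place of its own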
* marks the source's active call; other numbers are inactive results.

Screening CC12CCC(=O)N1C(C(=O)Nc1ccc(Cl)c(Cl)c1)CS2 (stereo not given) returned PKA-R1A act 2, phage Ecoli inh 2.8, MOR-DOR ag 0.7, SUMO Mot1 rescue -3, HTR5A inv ctr -19, MOR-DOR inv ag -4, DSG3 Ab inh 98, AddAB inh -3.2, Ecoli viability 0.2, HTR5A ag -2 and PfHsp90 set2 3.
`O=C(Nc1ccc(SC(F)F)cc1)c1cc(-c2ccncc2)nc2ccccc12` gave PKA-R1A act 7, phage Ecoli inh 3.5, MOR-DOR ag 16, SUMO Mot1 rescue 19, HTR5A inv ctr -25, MOR-DOR inv ag -62, DSG3 Ab inh 102, AddAB inh 2.2, Ecoli viability 2.1, HTR5A ag 0 and PfHsp90 set2 15.
O=C1CC(N2CCC(O)(c3ccc(Br)cc3)CC2)C(=O)N1c1ccc(Cl)cc1 (stereo not given) was read as PKA-R1A act -6, phage Ecoli inh 4.2, MOR-DOR ag 1.4, SUMO Mot1 rescue 87, HTR5A inv ctr 16, MOR-DOR inv ag -8, DSG3 Ab inh 96, AddAB inh 1.6, Ecoli viability -0.8, HTR5A ag -6 and PfHsp90 set2 72.
For CC(C)(C)NC(=O)COC(=O)c1ccc(F)cc1Cl the results were PKA-R1A act -2, phage Ecoli inh 3.8, MOR-DOR ag -2.7, SUMO Mot1 rescue 39, HTR5A inv ctr 0, MOR-DOR inv ag 14, DSG3 Ab inh 95, AddAB inh 0.7, Ecoli viability -0.3, HTR5A ag 0 and PfHsp90 set2 14.
Screening CCOC(=O)c1ccc(NC(=O)CCc2nnc3ccc(N4CCN(C)CC4)nn23)cc1 returned PKA-R1A act -2, phage Ecoli inh 4.0, MOR-DOR ag -3.0, SUMO Mot1 rescue 6, HTR5A inv ctr -2, MOR-DOR inv ag 16, AddAB inh 0.1, Ecoli viability 2.6, HTR5A ag 1 and PfHsp90 set2 -6.
`CCOC(=O)C1CCN(S(=O)(=O)c2ccc(OCC)cc2)CC1` gave PKA-R1A act -11, phage Ecoli inh -1.2, MOR-DOR ag -0.3, SUMO Mot1 rescue -1, HTR5A inv ctr -9, MOR-DOR inv ag 2, DSG3 Ab inh 104, AddAB inh 0.2, Ecoli viability -0.3, HTR5A ag 2 and PfHsp90 set2 35.
For O=C(Cn1c(=O)ccn(Cc2ccccc2)c1=O)Nc1cccc(S(=O)(=O)N2CCOCC2)c1 the results were PKA-R1A act 1, phage Ecoli inh 1.6, MOR-DOR ag -0.7, HTR5A inv ctr 17, MOR-DOR inv ag 4, DSG3 Ab inh 102 and HTR5A ag 3.
For COCCNc1oc(Cc2cccc3ccccc23)nc1C#N the results were PKA-R1A act -11, phage Ecoli inh 1.4, MOR-DOR ag -0.9, SUMO Mot1 rescue 1, HTR5A inv ctr 4, MOR-DOR inv ag 4, DSG3 Ab inh 103, AddAB inh 1.4, Ecoli viability 0.3, HTR5A ag -1 and PfHsp90 set2 4.
Screening CC1=CC(C)(C)n2c(O)c(N=NC(N)=S)c3cccc1c32 returned PKA-R1A act -11, phage Ecoli inh 3.9, MOR-DOR ag 2.3, SUMO Mot1 rescue -3, HTR5A inv ctr 6, MOR-DOR inv ag -11, DSG3 Ab inh 95, AddAB inh 0.3, Ecoli viability -2.6, HTR5A ag -1 and PfHsp90 set2 -15.
COc1ccc(C(=O)Nc2ccccc2C(=O)N2CCN(c3ccccc3)CC2)cc1 was read as PKA-R1A act 9, phage Ecoli inh 0.7, MOR-DOR ag -2.8, SUMO Mot1 rescue 11, HTR5A inv ctr 5, MOR-DOR inv ag 14, DSG3 Ab inh 114, HTR5A ag -2 and PfHsp90 set2 -11.

Ordered by SMILES length (ascending): three of the compounds above
Screening CC12CCC(=O)N1C(C(=O)Nc1ccc(Cl)c(Cl)c1)CS2 (stereo not given) returned PKA-R1A act 2, phage Ecoli inh 2.8, MOR-DOR ag 0.7, SUMO Mot1 rescue -3, HTR5A inv ctr -19, MOR-DOR inv ag -4, DSG3 Ab inh 98, AddAB inh -3.2, Ecoli viability 0.2, HTR5A ag -2 and PfHsp90 set2 3.
`O=C(Nc1ccc(SC(F)F)cc1)c1cc(-c2ccncc2)nc2ccccc12` gave PKA-R1A act 7, phage Ecoli inh 3.5, MOR-DOR ag 16, SUMO Mot1 rescue 19, HTR5A inv ctr -25, MOR-DOR inv ag -62, DSG3 Ab inh 102, AddAB inh 2.2, Ecoli viability 2.1, HTR5A ag 0 and PfHsp90 set2 15.
For O=C(Cn1c(=O)ccn(Cc2ccccc2)c1=O)Nc1cccc(S(=O)(=O)N2CCOCC2)c1 the results were PKA-R1A act 1, phage Ecoli inh 1.6, MOR-DOR ag -0.7, HTR5A inv ctr 17, MOR-DOR inv ag 4, DSG3 Ab inh 102 and HTR5A ag 3.

Further results
Screening Cc1ccc(Cl)cc1NC(=O)COC(=O)C1CC1 returned PKA-R1A act 7, phage Ecoli inh 4.6, MOR-DOR ag -0.3, SUMO Mot1 rescue 4, HTR5A inv ctr -21, MOR-DOR inv ag 2, DSG3 Ab inh 81, AddAB inh 1.0, Ecoli viability -2.2, HTR5A ag 3 and PfHsp90 set2 -6.
`Cc1ccc(NC(=O)c2sc(N)nc2-c2ccccc2)cc1C` gave PKA-R1A act -6, phage Ecoli inh 1.7, MOR-DOR ag -1.6, SUMO Mot1 rescue 44, HTR5A inv ctr 7, MOR-DOR inv ag 8, DSG3 Ab inh 83, AddAB inh 4.2, Ecoli viability -1.5, HTR5A ag -3 and PfHsp90 set2 23.
`CN(C)Cc1c(C(=O)N/N=C/c2cccc3ccccc23)nnn1-c1nonc1N` gave PKA-R1A act -7, phage Ecoli inh 0.6, MOR-DOR ag 4.3, SUMO Mot1 rescue -1, HTR5A inv ctr -7, MOR-DOR inv ag -21, DSG3 Ab inh 56*, AddAB inh -1.1, Ecoli viability -2.7, HTR5A ag 8 and PfHsp90 set2 -7.
Screening Cc1ccc(S(=O)(=O)N2CCN(C(=O)CN3C(=O)CNC3=O)CC2)cc1 returned PKA-R1A act 9, phage Ecoli inh 1.4, MOR-DOR ag -1.1, SUMO Mot1 rescue -20, HTR5A inv ctr -4, MOR-DOR inv ag 4, DSG3 Ab inh 107, AddAB inh 1.7, Ecoli viability 0.7, HTR5A ag 2 and PfHsp90 set2 -4.
Screening Cc1c(NS(=O)(=O)c2cc(C(=O)NCCN(C)C)ccc2Cl)c(=O)n(-c2ccccc2)n1C returned PKA-R1A act -12, phage Ecoli inh 1.1, MOR-DOR ag -3.0, SUMO Mot1 rescue 0, HTR5A inv ctr 1, MOR-DOR inv ag 13, DSG3 Ab inh 104, AddAB inh 0.2, Ecoli viability 2.5, HTR5A ag 0 and PfHsp90 set2 -14.
C/C(=N/NC(=O)c1ccco1)c1ccc(NC(=O)c2ccc(F)cc2)cc1 was read as PKA-R1A act -13, phage Ecoli inh 1.2, MOR-DOR ag -3.1, SUMO Mot1 rescue -10, HTR5A inv ctr 3, MOR-DOR inv ag 19, DSG3 Ab inh 97, AddAB inh 2.1, Ecoli viability 2.0, HTR5A ag -1 and PfHsp90 set2 -33.
Screening CCCCCCc1cc2cc(C(=O)Nc3ccccc3OC)c(=O)oc2cc1O returned PKA-R1A act -2, phage Ecoli inh 2.4, MOR-DOR ag -1.2, SUMO Mot1 rescue -2, HTR5A inv ctr 10, MOR-DOR inv ag 6, DSG3 Ab inh 92, AddAB inh -1.2, Ecoli viability 2.3, HTR5A ag 4 and PfHsp90 set2 12.
For COCCNC(=O)C1CC(=O)N(c2ccc(F)c(Cl)c2)C1 (stereo not given) the results were PKA-R1A act -6, phage Ecoli inh 1.6, MOR-DOR ag -1.8, HTR5A inv ctr -13, MOR-DOR inv ag 10, DSG3 Ab inh 94, AddAB inh -1.3, Ecoli viability -3.1, HTR5A ag 5 and PfHsp90 set2 -11.
`CC1(C)CC(=O)C=C(c2cccc(O)c2)C1` gave PKA-R1A act 11, phage Ecoli inh 2.0, MOR-DOR ag -1.7, SUMO Mot1 rescue 21, HTR5A inv ctr -10, MOR-DOR inv ag 10, DSG3 Ab inh 95, AddAB inh 0.8, Ecoli viability 3.4, HTR5A ag 1 and PfHsp90 set2 -8.
CC1=NN(C(N)=S)C(=O)C1N=Nc1cccc(Cl)c1C (stereo not given) was read as PKA-R1A act -11, phage Ecoli inh 3.1, MOR-DOR ag -2.6, SUMO Mot1 rescue -1, HTR5A inv ctr 7, MOR-DOR inv ag 13, DSG3 Ab inh 102, AddAB inh 11, Ecoli viability 6.2, HTR5A ag -2 and PfHsp90 set2 -89.
For CCC12CC3CC(C1)CC(C(=O)Nc1nn[nH]n1)(C3)C2 the results were PKA-R1A act -7, phage Ecoli inh 1.5, MOR-DOR ag -2.1, SUMO Mot1 rescue -5, HTR5A inv ctr 14, MOR-DOR inv ag 12, DSG3 Ab inh 129, AddAB inh 3.0, Ecoli viability 1.2 and HTR5A ag 0.
Screening Clc1ccc2nc(CSc3ncn[nH]3)cn2c1 returned PKA-R1A act -1, phage Ecoli inh 1.7, MOR-DOR ag -0.4, SUMO Mot1 rescue -6, HTR5A inv ctr 3, MOR-DOR inv ag 2, DSG3 Ab inh 99, AddAB inh 1.2, Ecoli viability -1.9, HTR5A ag -1 and PfHsp90 set2 3.
`CC(C)C(OC(=O)c1cccs1)C(=O)NC1CCCCC1` (stereo not given) gave PKA-R1A act 0, phage Ecoli inh 2.2, MOR-DOR ag -2.9, SUMO Mot1 rescue -4, HTR5A inv ctr -18, MOR-DOR inv ag 16, AddAB inh 3.8, Ecoli viability -2.4 and HTR5A ag -1.
Screening Cc1cc(NC(=O)c2ccc(NC(=O)C3CCCO3)cc2)ccc1Br (stereo not given) returned PKA-R1A act -4, phage Ecoli inh 1.0, MOR-DOR ag -2.7, SUMO Mot1 rescue 2, HTR5A inv ctr -9, MOR-DOR inv ag 14, DSG3 Ab inh 99, AddAB inh 3.7, Ecoli viability 4.5, HTR5A ag -2 and PfHsp90 set2 -4.
For CS(=O)(=O)N1CCN(c2ccccc2NC(=O)Nc2cccc(Cl)c2)CC1 the results were PKA-R1A act -2, phage Ecoli inh 2.3, MOR-DOR ag -3.0, SUMO Mot1 rescue 2, HTR5A inv ctr 4, MOR-DOR inv ag 14, DSG3 Ab inh 100, AddAB inh 1.8, Ecoli viability 0.2, HTR5A ag -1 and PfHsp90 set2 3.

2 records picked at random from the list so far:
Screening Clc1ccc2nc(CSc3ncn[nH]3)cn2c1 returned PKA-R1A act -1, phage Ecoli inh 1.7, MOR-DOR ag -0.4, SUMO Mot1 rescue -6, HTR5A inv ctr 3, MOR-DOR inv ag 2, DSG3 Ab inh 99, AddAB inh 1.2, Ecoli viability -1.9, HTR5A ag -1 and PfHsp90 set2 3.
For CS(=O)(=O)N1CCN(c2ccccc2NC(=O)Nc2cccc(Cl)c2)CC1 the results were PKA-R1A act -2, phage Ecoli inh 2.3, MOR-DOR ag -3.0, SUMO Mot1 rescue 2, HTR5A inv ctr 4, MOR-DOR inv ag 14, DSG3 Ab inh 100, AddAB inh 1.8, Ecoli viability 0.2, HTR5A ag -1 and PfHsp90 set2 3.
